Compound activity (PubChem)
DRD3 agonist: activates the human D3 dopamine receptor; P35462; D3R DiscoveRx beta-arrestin cells, luminescence, 90 min; max activation, %; 410,000 tested, 0.58% active; AID 652048; in the data active = max activation above about 30%; also: 0% is about no effect; mostly tested at two doses, the higher about 12 µM
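Cells at 1500/well, incubated overnight, then treated with pinned compounds (dopamine as control) for 90 min at 37 degrees C. DiscoveRx reagent added for 30 - 60 minutes at room temperature; luminescence read.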
D3 antag: blocks the human D3 dopamine receptor; P35462; D3R cells, DiscoveRx beta-arrestin luminescence, antagonist mode; hits give low values; max response, negative = inhibition, %; 360,000 tested, 2.5% active; AID 652054; in the data active = max response below about -50%; inconclusive = no clear call, values can overlap the other calls; also: % is scaled to controls: 0 for no effect and ±100 for the full control effect; mostly tested at two doses, the higher about 12 µM
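Cells plated overnight at 1500 cells/well, then exposed to library compounds with dopamine controls for 90 minutes at 37 degrees C. DiscoveRx reagent added for 30–60 minutes at room temperature; luminescence read, quantitative HTS format.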
Mm-Cpn inhibitor: inhibitors of Methanococcus maripaludis chaperonin (MmCpn). Potency, µM (series often up to 76.9 µM), inactives show top-dose activity, negative = inhibition, most hits filed as inhibitors. purified Mm-Cpn ATPase, ADP Transcreener TR-FRET. 330,000 tested, 0.031% active; also: potency is read from the fitted curve at half-maximal effect; % is scaled to controls: 0 for no effect and ±100 for the full control effect; nearly all actives have a fitted effect of over 80% in size
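ATPase turnover read by TR-FRET ADP competition (Eu cryptate antibody/ADP-d2, 665/590 nm): 10uM ATP final, 25nM Mm-CPN final, 30 min 37degC after 10-min compound preincubation, pH 7.4 Tris/KCl/MgCl2/DTT buffer.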
CCT chaperon mod: modulators of cytosolic chaperonin (CCT/TRiC) activity; 360,000 tested, 0.3% active; activity change, % (concentration not given with the values), hits read low; purified chaperonin ATPase assay, HTRF ADP detection, 30 min; in the data active = activity change below about -30%; also: % is scaled to controls: 0 for no effect and ±100 for the full control effect
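First, chaperonin was dispensed at 40 nM or 20 nM final depending on batch activity. Next, compounds were pinned at 76 uM and ATP added at 10 uM. After 30 min at 37 °C, ADP detection reagents ran 30 min at ambient temperature.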
PTHR1 ag: activates the human parathyroid hormone receptor PTHR1; Q03431; HEK293 GP2 PTHR1 cells, GloSensor cAMP luminescence, 1 h; Potency, µM (series often up to 115 µM), for inactives: at the highest dose activation, usual class: activators; 410,000 tested, 0.075% active; AID 743266; also: potency is read from the fitted curve at half-maximal effect; nearly all actives have a fitted effect of over 55% in size; some results filed as inactive show a strong effect at the top dose; inactives centre near -15; many of its hits are not listed in these tables
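HEK-293-derived GP2 cells expressing PTHR1 and a GloSensor cAMP reporter, 3,000/well, plated overnight, given luciferin plus IBMX (each 0.5 mM as added) for 1 h at 37 °C, then compound for 1 h at 37 °C. Luminescence was read after 15 min at room temperature.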
EPAC2 agonist: activates human EPAC2 exchange factor | Potency, µM (top dose mostly 154 µM), without a hit: top-dose activation, actives largely listed as activators | Q8WZA2 | 360,000 tested, 0.079% active | EPAC2 activation, biochemical qHTS; response scale: 100% = 6.5 mM cAMP response | AID 720711; also: potency is read from the fitted curve at half-maximal effect; nearly all actives have a fitted effect of over 50% in size
Target sequence (Q8WZA2 whole entry, looked up): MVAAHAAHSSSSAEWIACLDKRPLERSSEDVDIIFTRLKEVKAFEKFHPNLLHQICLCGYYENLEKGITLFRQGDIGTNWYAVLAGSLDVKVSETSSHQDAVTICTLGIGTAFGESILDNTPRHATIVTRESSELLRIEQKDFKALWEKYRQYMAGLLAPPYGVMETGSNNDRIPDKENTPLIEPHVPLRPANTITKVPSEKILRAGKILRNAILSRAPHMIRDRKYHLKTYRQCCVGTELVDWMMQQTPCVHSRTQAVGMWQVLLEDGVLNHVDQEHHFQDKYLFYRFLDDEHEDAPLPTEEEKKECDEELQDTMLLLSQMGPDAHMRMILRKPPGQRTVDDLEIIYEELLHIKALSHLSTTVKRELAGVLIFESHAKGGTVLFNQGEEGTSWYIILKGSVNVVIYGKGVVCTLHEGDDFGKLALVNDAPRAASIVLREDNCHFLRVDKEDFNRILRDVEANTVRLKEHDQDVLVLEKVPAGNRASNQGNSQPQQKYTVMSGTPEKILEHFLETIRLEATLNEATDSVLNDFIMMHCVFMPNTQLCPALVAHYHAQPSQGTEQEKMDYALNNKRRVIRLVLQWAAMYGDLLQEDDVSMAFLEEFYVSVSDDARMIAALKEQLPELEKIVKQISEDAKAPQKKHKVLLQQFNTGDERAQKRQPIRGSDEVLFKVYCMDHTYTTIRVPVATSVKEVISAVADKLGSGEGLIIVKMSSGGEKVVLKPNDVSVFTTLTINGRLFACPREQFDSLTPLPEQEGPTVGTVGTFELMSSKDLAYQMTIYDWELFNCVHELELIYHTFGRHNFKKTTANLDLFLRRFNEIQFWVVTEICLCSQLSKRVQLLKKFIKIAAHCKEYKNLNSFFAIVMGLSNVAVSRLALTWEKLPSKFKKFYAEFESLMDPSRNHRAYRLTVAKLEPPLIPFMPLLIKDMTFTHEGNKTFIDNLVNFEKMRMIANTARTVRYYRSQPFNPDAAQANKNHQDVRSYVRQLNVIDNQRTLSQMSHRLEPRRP
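Fluorescence exchange assay: 100 nM EPAC2 with 250 nM RAP1B-BODIPY-GDP and 50 uM GDP; compounds tested as a concentration-titration series (qHTS). Loss of Rap1-bound BODIPY-GDP fluorescence read at 480/540 nm; data normalized to 6.5 mM cAMP.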
Akt phos inh: inhibitors of Akt phosphorylation. Neuro2A IGF-stimulated pAkt S473 HTRF, 20 min; hits give low values. activity change, % for hits at 50 µM. 360,000 tested, 0.32% active. AID 651550; in the data active = activity change below about -80%; inconclusive = mostly about -51% to -80%; also: % is scaled to controls: 0 for no effect and ±100 for the full control effect
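Neuro2A cells (4,500/well, DMEM with 0.5% FBS) were treated with compound at a single 50 µM final concentration, stimulated with 6 nM IGF for 20 min at 37 °C, and lysed. Phospho-Akt Ser473 was read by HTRF as 665/615 ratio ×10^4.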
EPAC2 antag: EPAC2 (human) antagonism | Q8WZA2 | EPAC2 GEF exchange of Rap1B-BODIPY-GDP, fluorescence | Potency, µM (series often up to 114 µM), inactives show at the top dose activity, negative = inhibition, usual class: inhibitors | 360,000 tested, 0.18% active | AID 720708; also: potency is read from the fitted curve at half-maximal effect; % is scaled to controls: 0 for no effect and ±100 for the full control effect; nearly all actives have a fitted effect of over 45% in size; many of its hits are not listed in these tables
Active calls of the source: *; i = inactive; ? = inconclusive; nt = not tested or not shown; [ ] = remark or other dose. Unless noted, calls follow the shape of the dose curve; as a rule, active = well fitted curve in the direction sought with a large enough effect; inconclusive = small, poorly fitted or top-dose-only effect, or another doubt; inactive = no such curve, though single readings can be large; an effect the other way counts as inactive or inconclusive.

SMILES	DRD3 agonist	D3 antag	Mm-Cpn inhibitor	CCT chaperon mod	PTHR1 ag	EPAC2 agonist	Akt phos inh	EPAC2 antag
COc1ccc(-c2ccc(-c3cc(=O)oc4cc(OC)c(OC)c(OC)c34)cc2)cc1OC	34*	3	-4%	-3.3	-45%[inhibitor]	3%	i	-27%
[O-][n+]1onc2c1CCc1[nH]c(-c3ccccc3)nc1-2	-7	4	5%	-0.1	i	-1%	i	-4%
CCOCCCNC(=O)c1cc(Sc2nnc(C)s2)nc2ccccc12	-5	1	?	-2.1	i	6%	i	-5%
CC1CCN(S(=O)(=O)c2cccc(C(=O)N(C)C3CCS(=O)(=O)C3)c2)CC1 (stereo not given)	0	3	0%	1.5	-3%[57.5 µM]	2%	i	13%
CCOc1cc(C2C(C(=O)OC)=C(C)N=C3SC(C)C(=O)N32)ccc1OC(C)=O (stereo not given)	-1	-23	0%	0.2	-6%[57.5 µM]	-11%	i	-3%
C[n+]1cccc(C(=O)[O-])c1	3	0	1%	-0.4	i	0%	i	2%
CCOC(=O)COc1c(Br)cc(C2NC(=O)NC(C)=C2C(C)=O)cc1OC (stereo not given)	-4	-12	0%	0.6	i	9%	i	-2%
CCOc1ccc(NC(=O)NNC(=O)COc2ccc3ccccc3c2)cc1	9	7	1%	-1.8	i	6%	i	2%
CCOCCn1c(=NC(=O)c2cc3ccccc3oc2=O)sc2cc(S(N)(=O)=O)ccc21	5	1	1%	-0.3	i	-4%	i	-15%
O=C(CCC1CCCC1)N1CCN(C(=O)COc2ccccc2)CC1	-1	4	1%	0.3	-22%	4%	i	13%
O=C(Nc1ccccc1Sc1ccccc1)c1ccccc1F	-4	-12	nt	-1.5	i	10%	i	-6%
C/C(=N\NC(=O)Cc1ccc(Br)cc1)c1cccnc1	-7	8	0%	-1.5	-8%	8%	i	-1%
Cc1ccc(CSc2n[nH]c(N)n2)cc1	5	-8	3%	-1.4	-8%	2%	i	3%
COc1ccc2c(c1OC)CCC2=O	-2	28	-2%	2.1	i	-5%	i	7%
CCn1cc(S(=O)(=O)Nc2cccnc2)cn1	0	1	-5%	0.0	i	5%	i	3%
CC1=C(C(=O)N(C)C)CC(CC(=O)NCCCCc2ccccc2)C(=O)N1CCCN1CCCC1=O (stereo not given)	1	30	nt	0.6	-42%[inhibitor]	0%	i	-20%
CCc1cc2c(-c3ccccc3)cc(=O)oc2cc1OCC(=O)NCC1CCC(C(=O)O)CC1 (stereo not given)	3	-11	-1%	0.1	-32%[inhibitor]	0%	i	?
COCCCNC(=O)Cn1cnc(C(=O)Nc2ccc(C)c(C)c2)n1	-4	19	-4%	-4.5	-12%	4%	i	1%
CC(C(=O)NCC1CCCCC1)N(C)Cc1ccc(Cl)cc1 (stereo not given)	-11	2	4%	-3.9	-30%[inhibitor]	-7%	i	-25%
COc1nccc(Nc2ccccc2)c1C#N	-2	0	?	-2.9	i	3%	i	4%
CCCOc1ccc(NC(=O)c2cc3cc(C)ccc3[nH]2)cc1	6	4	-4%	0.5	-7%	10%	i	-4%
O=C(c1cccc(Br)c1)N1CCN(c2ccc(N3CCOCC3)nn2)CC1	-5	-11	0%	-1.3	-23%	8%	i	-7%
O=C(CSc1cnc2ccccc2n1)c1ccc(F)cc1	-4	-11	-2%	0.0	-32%[inhibitor]	24%	i	-26%
Cc1ccc(CN(C)C(=O)CN2C(=O)NC3(CCCc4ccccc43)C2=O)c(C)c1 (stereo not given)	-1	1	-5%	-0.1	-29%	6%	i	-21%
Cc1ccc2cc(S(=O)(=O)NCCC(=O)O)ccc2c1	9	19	-4%	-3.2	-7%[57.5 µM]	12%	i	0%
O=C1CC(c2ccccc2)=NO1	10	7	nt	-0.4	-7%	9%	i	-4%
O=c1[nH]nnc2sc3c(c12)CCCC3	3	9	-1%	-3.4	-5%[57.5 µM]	3%	i	0%
N#CCCCn1c(O)c(N=NC(=O)C(O)c2ccccc2)c2ccccc21 (stereo not given)	-3	2	2%	1.4	i	1%	i	-2%
O=C(O)c1cccc(Nc2ccc([N+](=O)[O-])c3nonc23)c1	-14	-57*	-2%	-1.9	i	-2%	i	?
CN(C)S(=O)(=O)c1ccc(C(=O)Nc2ccc(CCC(=O)N3CCCC3)cc2)cc1	1	?	1%	0.9	-18%	7%	i	6%
O=C(Cn1c(=S)[nH]c2ccccc21)c1ccccc1	3	-15	1%	-34*	i	-2%	i	-10%
COCCCN1C(=O)C(=O)/C(=C(/O)c2ccc(OC)cc2)C1c1ccc(O)c(OC)c1 (stereo not given)	-5	-2	-2%	0.3	i	0%	i	9%[57.1 µM]
Cc1ccccc1NC(=S)NCc1ccc2c(c1)OCO2	4	22	-1%	3.6	-14%	9%	i	20%
CCN(CC)S(=O)(=O)c1ccc(OC)c(NC(=S)Nc2cccc(C)c2C)c1	4	-2	2%	1.1	-20%	3%	i	-19%
CN(C)CCCNC(=O)C(=O)NCC1OCCN1S(=O)(=O)c1cc(F)ccc1F (stereo not given)	-1	-12	nt	-2.7	-13%	5%	i	2%
Cn1c(=O)c2c(nc(CN3CCN(C(=O)c4ccco4)CC3)n2CC(N)=O)n(C)c1=O	-4	-3	0%	-1.6	3%	11%	i	2%
CCOc1cccc(-c2nc3cc(C)ccc3o2)c1	0	23	-1%	0.1	-13%	9%	i	-4%
COc1ccccc1C(=O)NC(=O)CSc1cccc[n+]1[O-]	-3	-8	3%	-2.4	i	7%	i	0%
O=C(NCCOc1ccccc1-c1ccccc1)c1ccco1	3	-1	-1%	-0.1	-5%	5%	i	?
O=C(/C=C/c1cn(CC(O)CN2CCCCC2)c2ccccc12)c1cccs1 (stereo not given)	-12	-27	2%	-0.4	i	5%	i	-1%
C=CCN(C(=O)c1cc(C)cc(C)c1)C1(C(=O)Nc2ccccc2)CCN(C(C)C)CC1	-16	-13	0%	-2.7	-25%	8%	i	17%
O=S(=O)(c1ccc(Br)cc1)c1cnc2ccccc2n1	-4	-13	?	-0.7	-28%	-4%	i	9%
N#Cc1ccc(C(=O)N2CCCCC2c2cc(C(=O)Nc3ccccc3Cl)no2)cc1 (stereo not given)	4	21	nt	0.2	-11%	6%	i	0%
CC1Cc2nc(SCC(=O)N3CCN(c4ccccc4)CC3)n(CCc3ccccc3)c(=O)c2S1 (stereo not given)	6	20	-2%	0.7	i	5%	i	-1%
COc1ccccc1N(CN1CCCC1=O)C(=O)c1c(F)cccc1F	8	-5	2%	-0.3	10%[57.5 µM]	14%	i	-2%
Cc1cc(C(=O)NC(CC(C)C)C(=O)O)cc(C)c1[N+](=O)[O-] (stereo not given)	13	2	-3%[15.4 µM]	-1.2	i	4%	i	-1%
Cc1ccc(S(=O)(=O)N=Nc2c(O)[nH]c3ccccc23)cc1C	-5	?	0%	-1.0	-41%[inhibitor]	4%	i	-2%
O=C(C1CCN(S(=O)(=O)c2ccc(Cl)cc2)CC1)N1CCC1	4	6	1%	2.1	-22%	-7%	i	-4%
Cc1ccc(C)c(OCCC(=O)OCC(=O)NCc2ccc(F)cc2)c1	1	2	-3%	-4.9	i	0%	i	-1%
COc1ccc(-c2ccc(CN3C(C(C)C)C(=O)N(Cc4cn(CCC5OCCO5)nn4)CCS3(=O)=O)cc2)cc1 (stereo not given)	0	4	nt	0.5	-36%[inhibitor]	-5%	i	-8%
CCOc1ccccc1-n1c(SCC(=O)N(C(C)C)C(C)C)nnc1-c1cccnc1	0	0	2%	-0.8	i	8%	i	0%
CCC(C)C(NC(=O)C1CCC(C)CC1)C(=O)NCCCN1CCCCC1CC (stereo not given)	-8	-14	3%	-1.1	16%	3%	i	5%
Cc1cccc(-c2noc(CNC(=O)Nc3ccc(F)cc3)n2)c1	3	6	3%	-0.3	i	6%	i	-2%
COc1ccc(OC)c(C2=NOC(C(=O)Nc3cccc(C(C)=O)c3)C2)c1 (stereo not given)	11	10	-2%	0.8	-27%	8%	i	7%
COCCNc1ccc(N2C(=O)C3CCCCC3C2=O)cc1[N+](=O)[O-] (stereo not given)	-5	-25	-4%	-0.9	i	4%	i	2%
CN(Cc1ccco1)S(=O)(=O)c1csc(C(N)=O)c1	1	13	1%	1.5	i	-6%	i	13%
O=C(CCC1CCCC1)Nc1cc(C(F)(F)F)ccc1N1CCOCC1	-5	8	1%	1.5	-10%	9%	i	-10%
Oc1[nH]c2ccccc2c1N=Nc1c(F)c(F)c(F)c(F)c1F	-2	18	nt	1.9	-10%	9%	i	-2%
COc1ccc(-c2cc(C(F)(F)F)n3nc(N)nc3n2)cc1	-14	-26	-6%	0.2	12%[57.5 µM]	-10%	nt	14%
COc1ccc(NC(=O)c2ccccc2[N+](=O)[O-])cc1	0	1	0%	-0.2	i	-4%	i	8%

Single records (already shown). Values in the order: DRD3 agonist, D3 antag, Mm-Cpn inhibitor, CCT chaperon mod, PTHR1 ag, EPAC2 agonist, Akt phos inh, EPAC2 antag
Listed for Cn1c(=O)c2c(nc(CN3CCN(C(=O)c4ccco4)CC3)n2CC(N)=O)n(C)c1=O → -4, -3, 0%, -1.6, 3%, 11%, i, 2%
Listed for CN(Cc1ccco1)S(=O)(=O)c1csc(C(N)=O)c1 → 1, 13, 1%, 1.5, i, -6%, i, 13%
Listed for C=CCN(C(=O)c1cc(C)cc(C)c1)C1(C(=O)Nc2ccccc2)CCN(C(C)C)CC1 → -16, -13, 0%, -2.7, -25%, 8%, i, 17%

More records follow.
SMILES	DRD3 agonist	D3 antag	Mm-Cpn inhibitor	CCT chaperon mod	PTHR1 ag	EPAC2 agonist	Akt phos inh	EPAC2 antag
N#Cc1nc(Cc2cccc3ccccc23)oc1NCCN1CCOCC1	-3	-6	-1%	-0.1	i	5%	i	-9%
O=C1N[C@@H](Cc2c[nH]c3ccccc23)COC(=O)[C@@H](Cc2ccc(F)cc2)CC/C=C/C[C@@H]1CC(=O)N(CCO)Cc1ccccc1	2	39	-5%	-2.1	20%	11%	i	-3%
O=C(Nc1ccc(OCC(=O)N2CCOCC2)cc1)c1cc(F)c(F)cc1Cl	3	7	0%	-1.3	i	4%	i	1%
O=C(O)CCCNc1cc(N2CCN(C(=O)c3ccco3)CC2)c2noc3c2c1C(=O)c1ccccc1-3	6	3	35µM*	0.2	i	?	i	15%
CCc1nn(C(C)C(=O)NCc2cccc(OC)c2)c(=O)c2cc3occc3n12 (stereo not given)	-3	-2	-3%	0.9	i	1%	i	13%

A portion of the library; count on the stated rates, not on these rows.
